Compound activity: PubChem BioAssay, several laboratories
RTF Ca sens inh: cardiac RTF calcium desensitization; P19429+P45379; IANBD-labeled cardiac RTF, Ca2+ fluorescence; inhibition, % at 7.15 µM; 0.12% of 340,000 active;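 active means inhibition above the mean inhibition of all tested compounds plus 3 SD, cut at about 17% in these data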;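 further: assay run at fixed EC70 calcium of 1.6 mM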
NSD2 HMT inh: blocks human histone methyltransferase NSD2. NSD2 peptide methylation, AlphaScreen, 120 min. inhibition, % at 12.5 µM. 0.54% of 310,000 active. AID 743445; in the data active means inhibition above about 50%
PvdQ inh: P. aeruginosa PvdQ acylase inhibition | 0.063% of 340,000 active | purified PvdQ acylase, fluorescence plate reader | inhibition, % at 10 µM; in the data active means inhibition above about 30%, passing the limit was not always enough;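 further: 0% = vehicle neutral wells and 100% = reference inhibitor wells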
C-LANA FP: blocks KSHV LANA C-terminal domain binding to DNA | MBP-C-LANA/FAM-LBS DNA binding, fluorescence polarization | inhibition, % at 9 µM | 0.078% of 340,000 active | AID 504423;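 active means highest replicate inhibition at or above 60% at 9 µM, even if other replicates fall short; inactive means all replicates below 60% inhibition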;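 further: 0% = neutral control wells and 100% = 4 µM acridine orange control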
dFosB act: enhances mouse delta FosB homodimer DNA binding; P13346; 0.99% of 340,000 active; purified delta FosB, TAMRA-CDK5 oligo fluorescence polarization; percent of positive-control signal above neutral wells; activation, % at 25 µM; AID 493131;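 active means mean activation above about 17%, with every replicate also reaching it, limit read from the data, passing the limit was not always enough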;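 further: fluorescence polarization rise as delta FosB binds a TAMRA Cdk5 AP-1 oligo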
Target sequence (P13346 whole entry, looked up): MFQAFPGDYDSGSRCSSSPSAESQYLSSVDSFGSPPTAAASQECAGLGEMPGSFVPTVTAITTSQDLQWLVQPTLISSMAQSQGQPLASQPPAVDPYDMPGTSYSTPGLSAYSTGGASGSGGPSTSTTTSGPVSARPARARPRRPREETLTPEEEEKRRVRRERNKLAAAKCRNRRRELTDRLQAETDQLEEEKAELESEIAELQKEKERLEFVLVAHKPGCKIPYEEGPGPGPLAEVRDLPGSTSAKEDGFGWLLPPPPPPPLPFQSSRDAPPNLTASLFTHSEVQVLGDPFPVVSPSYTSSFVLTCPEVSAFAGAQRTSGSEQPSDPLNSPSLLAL
Rtt109 Vps75: blocks Candida albicans Rtt109/Vps75 acetyltransferase activity | 0.16% of 330,000 active | inhibition, % at 34.9 µM | purified Rtt109/Vps75, ThioGlo CoA-SH fluorescence, 4 h;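 active means inhibition of at least 50% in every replicate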
Target sequence (Q5AAJ8 whole entry, looked up): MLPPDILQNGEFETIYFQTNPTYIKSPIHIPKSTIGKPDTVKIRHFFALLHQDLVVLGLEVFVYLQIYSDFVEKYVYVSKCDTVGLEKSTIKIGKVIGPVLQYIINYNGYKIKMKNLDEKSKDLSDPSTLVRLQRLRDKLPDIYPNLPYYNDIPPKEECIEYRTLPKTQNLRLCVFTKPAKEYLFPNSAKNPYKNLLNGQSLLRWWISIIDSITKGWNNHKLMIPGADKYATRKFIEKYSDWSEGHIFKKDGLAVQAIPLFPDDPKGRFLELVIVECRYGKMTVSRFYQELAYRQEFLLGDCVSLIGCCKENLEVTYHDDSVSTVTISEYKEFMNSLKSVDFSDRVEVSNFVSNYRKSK
Keap1 Nrf2 FP: disrupts human Keap1 binding to Nrf2 peptide; 0.15% of 340,000 active; Q14145; Keap1 Kelch-Nrf2 peptide fluorescence polarization, 1536-well; inhibition, % at 9.4 µM; in the data active means inhibition above about 12%;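 further: human Keap1 Kelch domain with fluorescein labeled Nrf2 9mer peptide probe; 0% = neutral control wells and 100% = peptide positive control; higher means more block of Keap1 binding to Nrf2 peptide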
PfHsp90 yeast 2: growth inhibition of yeast expressing Plasmodium Hsp90; 0.32% of 310,000 active; inhibition, % at 9.4 µM; S. cerevisiae expressing PfHsp90, BacTiter-Glo ATP, 48 h; yeast lacking PDR1 and PDR3 efflux regulators;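 active means every replicate shows inhibition above about 80%, whatever the replicate mean, limit read from the data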;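 further: 0% = DMSO neutral controls and 100% = 20 µM radicicol positive controls; yeast relying on Plasmodium falciparum Hsp90 in place of its own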
SUMO Mot1 rescue: SUMOylation pathway inhibition by Mot1-301 growth rescue; 1% of 320,000 active; growth rescue, % at 18.8 µM; AID 2716; S. cerevisiae Mot1-301 growth rescue, ATP luminescence, 38.5C; percent above DMSO median, 100 means doubled;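 active means every valid replicate shows activation above 250% relative to neutral control wells; inactive means the rest, any valid replicate at or below 250%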;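 further: OY570 slx delta 5 strain wells were the positive control but not used for scaling; some compounds called inactive have numbers as strong as hits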
RTF Ca sens act: cardiac RTF calcium sensitization; P19429+P45379; IANBD-labeled TnC RTF fluorescence at EC20 calcium; 0% EC20 calcium, 100% full calcium; activation, % at 7.2 µM; 0.24% of 340,000 active; AID 493008;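 active means activation above the mean over all tested compounds plus 3 SD, cut at about 30% in these data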;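 further: rise in fluorescence read as greater calcium sensitivity of cardiac thin filaments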
CDK5 inh: inhibitors of human CDK5/p35 kinase | Q00535+Q15078 | Recombinant CDK5/p35, ADP-Glo luminescence, 60 min | inhibition, % at 10 µM | 0.01% of 330,000 active | AID 488839;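 active means highest replicate inhibition of at least 50% and at least 75% of replicates reaching 50%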;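 further: plate controls were DMSO neutral control for no effect and GW8510 at 10 µM for full effect; many of its hits are not listed in these tables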
Starred values were filed as active, the others as inactive; . = no result given.

canonical_smiles	RTF Ca sens inh	NSD2 HMT inh	PvdQ inh	C-LANA FP	dFosB act	Rtt109 Vps75	Keap1 Nrf2 FP	PfHsp90 yeast 2	SUMO Mot1 rescue	RTF Ca sens act	CDK5 inh
C/C(=N/NC(=O)CN1CCN(Cc2ccccc2Cl)CC1)c1ccco1	-1	-3	0	1.3	-2	-2	-5	24	6	0	-0.9
COc1cccc(-c2c(C(=O)N/N=C(\C)c3ccc(Cl)s3)nnn2-c2nonc2N)c1	-4	-3	-14	0.6	2	-1	-1	25	7	1	.
CC(=O)Nc1ccc(NC(=O)c2sc3nc4c(c(-c5ccc(C)cc5)c3c2N)CCC4)cc1	-2	.	6	0.0	1	-8	2	2	11	3	0.4
CC(C)C(=O)c1cc2c(cc1NC(=O)c1ccccc1)OCCO2	-4	-16	-5	-1.8	-15	-4	1	-44	-3	31*	-3.2
COCc1ccc(C(=O)NC2CC(C)(C)Cc3c2cnn3-c2ccc(C)cc2)o1 (configuration not stated)	-4	0	2	-1.4	-10	3	0	8	-12	-2	1.2
CCOc1c(Br)cc(/C=C2\N=C(C)OC2=O)cc1Br	0	-3	-11	2.3	6	5	3	4	2	-4	-0.2
CNCCCOc1cccc(OC(C)C)c1	-13	92*	-10	0.7	-3	4	-2	6	-5	-1	-3.6
NS(=O)(=O)c1ccc(NC(=O)COC(=O)/C=C/c2ccc([N+](=O)[O-])cc2)cc1	-33	3	-11	0.8	2	-3	-5	2	2	2	-4.5
O=S(=O)(Nc1cccc(F)c1)c1cccc2nsnc12	-5	-1	-15	-2.6	-3	7	1	-16	-19	4	1.8
COC(=O)[C@]1(C)N[C@H](c2ccc(-c3ccc(Cl)c(Cl)c3)c(OC)c2)[C@@H]2C(=O)N(C)C(=O)[C@@H]21	6	.	-11	2.3	3	-9	-5	0	-9	-2	0.0
COc1ccc(NC(=O)NNC(=O)c2ccc3ccccc3c2)cc1OC	-2	8	7	2.6	-6	0	-3	0	-16	-4	-0.4
COc1ccc(NC(=O)C(CC(=O)O)Cc2ccc(Br)cc2)cc1 (configuration not stated)	1	-4	-5	-1.1	-3	3	-4	21	-11	-3	-1.0
CCCCCOC(=O)C1=C(C)Nc2nnnn2C1c1ccccc1Cl (configuration not stated)	0	-2	-11	1.1	-11	5	-3	.	.	-1	0.0
Cc1ccc(NC(=O)CSC2=C(C#N)C(c3ccco3)C3=C(CCCC3=O)N2)cc1 (configuration not stated)	0	-2	-1	2.1	0	12	1	22	1	2	-0.1
O=C(CCNc1cccc(Cl)c1)c1cccs1	-3	-3	0	2.8	8	-7	-6	-9	15	1	0.2
CCOc1ccccc1CNC(=O)CCc1cn(CC)c2ccccc12	2	0	10	-4.0	-5	-2	-1	-2	3	-8	2.0
COc1cccc(CNC(=O)CCS(=O)(=O)c2ccccc2Cl)c1	-9	-2	-17	1.6	-11	3	-6	0	86	5	0.2
CN(Cc1nc(-c2ccncc2)no1)S(=O)(=O)c1ccc(Cl)cc1	-3	-1	-7	-2.6	-3	-1	-1	24	14	7	-1.5
O=C(Nc1cccc(F)c1)c1cc(-c2ccco2)nc2ccccc12	-3	14	-3	-0.7	0	9	-3	-12	3	1	-0.7
O=C(O)c1ccc(CNc2ccccc2C(=O)O)cc1	-1	-5	-8	4.9	-4	-2	-3	.	114	3	1.7
Nc1c(-c2ccc(Cl)cc2)cnn1-c1cccc(C(F)(F)F)c1	1	-2	-5	0.1	7	4	2	10	-4	-5	-2.4
CC12CCC(=O)N1C(C(=O)N1CCN(S(=O)(=O)c3ccc(Br)cc3Cl)CC1)CS2 (configuration not stated)	-9	-2	6	0.9	-12	21	-5	9	-7	-1	-0.7
COCCNc1ncnc2c1nc1n2CCCC1	1	.	-3	-1.6	-1	-7	2	22	-3	0	-1.4
CC(C)CN1C(=O)C(=O)N(CC(=O)c2ccc3c(c2)OCO3)C1=O	-15	7	9	0.9	1	-7	-1	-4	277	0	-2.3
CCCN(CC(=O)Nc1ccccc1C)CC(=O)Nc1ccc(Br)cc1F	-3	2	-18	0.8	-11	-5	-8	-8	0	3	1.9
CC(C)c1nnc(SCC(=O)N2CCN(C(=O)c3ccco3)CC2)n1N	-5	-2	-9	1.0	8	-6	-5	-7	-2	7	-0.5
N#Cc1cccc(NC(=O)CCc2ccc(S(=O)(=O)N3CCOCC3)cc2)c1	-6	0	-15	-2.2	-2	-6	-4	-10	5	3	-0.4
O=C(OCC(=O)N1CCN(C(=O)c2ccco2)CC1)c1ccccc1	9	0	-14	2.9	0	0	-2	-9	-15	0	-0.7
Cc1ccc2cc(C#N)c(NCCNC(=S)NCCCN3CCOCC3)nc2c1	-4	-3	-11	0.5	-3	3	-1	4	0	5	0.7
CC(C)Cc1nnc(NC(=O)CCC(=O)NC2CCCC2)s1	-6	-2	-13	-1.4	-2	-2	-1	10	3	-1	-0.2
CCC(=O)c1ccc(OCC(=O)OCC(=O)c2cc(C)n(C)c2C)cc1	-3	0	-5	-2.5	-2	0	-3	.	3	-5	3.0
O=C(NCc1nc2ccccc2[nH]1)c1ccc(S(=O)(=O)N2CCOCC2)cc1	-11	2	4	-4.5	-1	5	6	-3	-3	-3	0.1
COc1ccc(NC(=O)CSc2nc3ccccc3c(=O)n2CCCC(=O)NCC2CCCO2)c(OC)c1 (configuration not stated)	1	-2	6	-0.1	-8	7	3	5	-2	-1	0.2
CCOC(=O)C1CCN(C(=O)C(CCSC)NC(=O)COc2ccccc2)CC1 (configuration not stated)	-8	-2	-13	-0.1	0	-4	4	-10	68	-2	1.9
CC(O)CNCCCOc1cccc(Oc2ccccc2)c1 (configuration not stated)	2	3	-2	-0.5	-4	4	1	10	.	-2	0.4
C=CCn1c(COc2cccc(C)c2)nnc1SCn1nnc2ccccc2c1=O	-7	-1	-8	-0.2	-7	0	3	6	-6	19	-0.7
O=C(CNC(=O)c1ccccc1Br)N/N=C/c1ccc(O)cc1	-2	-10	-9	-2.6	-12	-5	-8	11	92	3	-3.1
CCOc1ccc(NC(=O)CN2C(=O)CCSc3ccc(S(=O)(=O)N4CCCC4)cc32)cc1	6	-5	-18	0.4	37*	1	-4	-44	-7	1	-1.0
CCN(CC)CCN(C(=O)C1CCCCC1)c1nc2cc3c(cc2s1)OCO3	0	1	0	-1.2	-5	13	-2	-1	-6	-4	0.5
Cc1ccccc1Cn1cc(NC(=O)CSc2nc3c(c(C(F)(F)F)n2)CCc2ccccc2-3)cn1	-1	-2	-17	-0.9	-15	0	-7	16	-8	5	0.6
Cc1cc(C)n(C(=O)COc2c(C)cccc2C)n1	-3	-2	12	-2.0	9	-8	-2	31	930	0	0.6
Cc1nn(C2CCS(=O)(=O)C2)c(C)c1CN(C)C(=O)c1ccc(Cl)cc1 (configuration not stated)	7	-1	13	0.8	-1	-6	-1	16	-1	-2	1.0
Cc1ccc(OCC(=O)N(Cc2cccc(F)c2)C2CCS(=O)(=O)C2)cc1 (configuration not stated)	-13	-5	-11	-1.3	-7	4	-2	-15	-1	1	0.4
O=C(Nc1ccccc1Cl)c1sccc1-c1ccccc1	4	-11	-12	-0.1	-5	3	-2	-49	-1	1	-1.1
Cc1nc(-c2ccccn2)nc(SCC(=O)c2ccccc2)c1Cl	.	0	-6	0.5	-24	0	-2	6	-11	.	0.2
N#Cc1nc(-c2ccc(OCc3ccc(Cl)cc3)cc2)oc1NCc1cccnc1	6	-2	-14	-1.2	-6	9	1	5	19	2	1.0
Cc1ccc(/C=C/C(=O)O)cc1S(=O)(=O)Nc1ccccc1C(=O)O	-7	1	-11	1.2	1	-5	-2	17	-6	5	-1.0
CN(C)CCOC(=O)c1ccc(COc2ccccc2Br)o1	-3	7	-19	0.9	-3	1	-2	8	-17	2	0.8
CNC(=O)C1CCN(S(=O)(=O)c2c(C)noc2/C=C/c2cccc(OC)c2)CC1	-16	.	8	8.8	-15	14	5	-2	-13	1	1.5
C#CCNC(=O)C1=C[C@H](c2coc3ccccc3c2=O)C[C@H](OCCCCO)O1	2	.	-11	0.5	2	1	0	0	3	5	1.5

(more compounds)
canonical_smiles	RTF Ca sens inh	NSD2 HMT inh	PvdQ inh	C-LANA FP	dFosB act	Rtt109 Vps75	Keap1 Nrf2 FP	PfHsp90 yeast 2	SUMO Mot1 rescue	RTF Ca sens act	CDK5 inh
CCCC(=O)Nc1nnc(CC(=O)OCC)s1	3	-1	-3	-4.7	-6	-5	0	4	58	-3	-0.2
O=C(Nc1nnc(-c2ccc(F)cc2)s1)C1CCN(S(=O)(=O)c2ccc(Cl)cc2)CC1	-3	-2	-15	0.9	-1	-20	-1	-12	7	2	-4.1
CCn1cnc2cc(NC(=O)c3ccc(C)cc3)ccc21	-9	-3	11	1.6	4	4	-1	3	10	-6	-0.4
CCN(CC)C(=S)Oc1c(Cl)cccc1Cl	-4	-4	-5	1.1	2	3	2	11	9	-1	1.9
Cc1c(C=O)c2ccccn2c1C(=O)c1cccc([N+](=O)[O-])c1	-3	5	2	-1.1	-3	-1	5	-20	.	-1	1.5
Cc1cc(C)c(S(=O)(=O)n2c([N+](=O)[O-])cnc2C)c(C)c1	-4	-2	-3	-1.7	0	-6	3	-2	55	-2	-3.2
Cc1ccccc1OCC(=O)NC(Cc1c[nH]c2ccccc12)C(=O)O (configuration not stated)	-7	1	-3	0.1	-6	5	-1	-10	-9	2	-0.8
O=C(O)c1nc(-c2ccccc2)n(-c2cccc(C(F)(F)F)c2)n1	-25	-1	9	-1.1	2	-18	-3	-15	20	1	-0.4
COc1cc2c(cc1OC)CN(CC(=O)Nc1ccc(S(=O)(=O)N3CCCC3)cc1)CC2	-10	5	5	0.1	-6	17	-4	5	53	-3	0.2
COc1cccc2cc(C(=O)Nc3ccc(S(=O)(=O)NCC4CCCO4)cc3)c(=O)oc12 (configuration not stated)	12	-2	-3	-8.2	-9	0	-3	-26	7	-6	-1.1
COc1ccc(Cl)cc1NC(=O)C(C)NC(c1ccccc1)c1ccccc1 (configuration not stated)	12	-1	0	-0.9	8	-3	3	-4	-5	1	0.1
COC(=O)c1nc(NC(=O)C(C)(C)C)n[nH]1	-6	.	-8	0.3	-2	-11	-8	-1	0	2	-1.2
COc1cccc(NC(=O)c2sc3nc(N4CCOCC4)c4c(c3c2N)CCCC4)c1	-9	-10	8	0.8	-18	4	-8	4	32	2	0.0
CCCCOC(=O)c1ccc(NC(=O)C(=O)CC(=O)c2ccc(OC)cc2)cc1	-7	-1	-6	0.4	-13	-12	-1	2	-3	-1	-0.4
COc1ccc(N(CC(=O)NCc2cccs2)S(=O)(=O)c2ccc(F)cc2)cc1	-11	-1	-9	-0.6	-6	4	1	0	-8	-1	-2.2

Compounds were not picked by outcome. Share with any hit: about 3.2%.
